PfHsp40 rescue – compounds rescuing yeast from Plasmodium falciparum HSP40 toxicity | S. cerevisiae expressing PfHsp40, growth rescue, ATP luminescence | growth rescue, % at 12.5 µM | actives 0.68% (n = 340,000) | AID 504582; in the data active means growth rescue above about 28%, passing the limit was not always enough; inconclusive means no clear call, values can overlap the other calls;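 further: yeast W303a lacking pdr1 and pdr3 grown in galactose medium; growth measured after three days at 30 °C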
UGM FP inh – inhibitors of M. tuberculosis UDP-galactopyranose mutase | P9WIQ1 | purified UGM, fluorescence polarization probe displacement | inhibition, % at 10 µM | actives 0.06% (n = 320,000); in the data active means inhibition above about 10%, passing the limit was not always enough; inconclusive means no clear call, values can overlap the other calls
FadD28 binding – blocks FadD28 binding to the bisubstrate probe; fluorescence polarization; inhibition, % at 12.5 µM; actives 0.22% (n = 360,000); AID 588549; in the data active means inhibition above about 8.5%, passing the limit was not always enough; inconclusive means no clear call, values can overlap the other calls
Mtb BioA inh – BioA (M. tuberculosis) enzyme inhibition | purified M. tuberculosis BioA enzyme, plate reader | actives 0.096% (n = 360,000) | inhibition, % at 9.99 µM | AID 602481; in the data active means inhibition above about 40%; inconclusive means no clear call, values can overlap the other calls
TcdB GH inh – inhibitors of Clostridioides difficile toxin B glycohydrolase. inhibition, % at 9.99 µM. actives 0.24% (n = 350,000). TcdB glycohydrolase enzymatic assay, plate reader. AID 652162. P18177; in the data active means inhibition above about 10%
Target sequence (P18177 whole entry, looked up): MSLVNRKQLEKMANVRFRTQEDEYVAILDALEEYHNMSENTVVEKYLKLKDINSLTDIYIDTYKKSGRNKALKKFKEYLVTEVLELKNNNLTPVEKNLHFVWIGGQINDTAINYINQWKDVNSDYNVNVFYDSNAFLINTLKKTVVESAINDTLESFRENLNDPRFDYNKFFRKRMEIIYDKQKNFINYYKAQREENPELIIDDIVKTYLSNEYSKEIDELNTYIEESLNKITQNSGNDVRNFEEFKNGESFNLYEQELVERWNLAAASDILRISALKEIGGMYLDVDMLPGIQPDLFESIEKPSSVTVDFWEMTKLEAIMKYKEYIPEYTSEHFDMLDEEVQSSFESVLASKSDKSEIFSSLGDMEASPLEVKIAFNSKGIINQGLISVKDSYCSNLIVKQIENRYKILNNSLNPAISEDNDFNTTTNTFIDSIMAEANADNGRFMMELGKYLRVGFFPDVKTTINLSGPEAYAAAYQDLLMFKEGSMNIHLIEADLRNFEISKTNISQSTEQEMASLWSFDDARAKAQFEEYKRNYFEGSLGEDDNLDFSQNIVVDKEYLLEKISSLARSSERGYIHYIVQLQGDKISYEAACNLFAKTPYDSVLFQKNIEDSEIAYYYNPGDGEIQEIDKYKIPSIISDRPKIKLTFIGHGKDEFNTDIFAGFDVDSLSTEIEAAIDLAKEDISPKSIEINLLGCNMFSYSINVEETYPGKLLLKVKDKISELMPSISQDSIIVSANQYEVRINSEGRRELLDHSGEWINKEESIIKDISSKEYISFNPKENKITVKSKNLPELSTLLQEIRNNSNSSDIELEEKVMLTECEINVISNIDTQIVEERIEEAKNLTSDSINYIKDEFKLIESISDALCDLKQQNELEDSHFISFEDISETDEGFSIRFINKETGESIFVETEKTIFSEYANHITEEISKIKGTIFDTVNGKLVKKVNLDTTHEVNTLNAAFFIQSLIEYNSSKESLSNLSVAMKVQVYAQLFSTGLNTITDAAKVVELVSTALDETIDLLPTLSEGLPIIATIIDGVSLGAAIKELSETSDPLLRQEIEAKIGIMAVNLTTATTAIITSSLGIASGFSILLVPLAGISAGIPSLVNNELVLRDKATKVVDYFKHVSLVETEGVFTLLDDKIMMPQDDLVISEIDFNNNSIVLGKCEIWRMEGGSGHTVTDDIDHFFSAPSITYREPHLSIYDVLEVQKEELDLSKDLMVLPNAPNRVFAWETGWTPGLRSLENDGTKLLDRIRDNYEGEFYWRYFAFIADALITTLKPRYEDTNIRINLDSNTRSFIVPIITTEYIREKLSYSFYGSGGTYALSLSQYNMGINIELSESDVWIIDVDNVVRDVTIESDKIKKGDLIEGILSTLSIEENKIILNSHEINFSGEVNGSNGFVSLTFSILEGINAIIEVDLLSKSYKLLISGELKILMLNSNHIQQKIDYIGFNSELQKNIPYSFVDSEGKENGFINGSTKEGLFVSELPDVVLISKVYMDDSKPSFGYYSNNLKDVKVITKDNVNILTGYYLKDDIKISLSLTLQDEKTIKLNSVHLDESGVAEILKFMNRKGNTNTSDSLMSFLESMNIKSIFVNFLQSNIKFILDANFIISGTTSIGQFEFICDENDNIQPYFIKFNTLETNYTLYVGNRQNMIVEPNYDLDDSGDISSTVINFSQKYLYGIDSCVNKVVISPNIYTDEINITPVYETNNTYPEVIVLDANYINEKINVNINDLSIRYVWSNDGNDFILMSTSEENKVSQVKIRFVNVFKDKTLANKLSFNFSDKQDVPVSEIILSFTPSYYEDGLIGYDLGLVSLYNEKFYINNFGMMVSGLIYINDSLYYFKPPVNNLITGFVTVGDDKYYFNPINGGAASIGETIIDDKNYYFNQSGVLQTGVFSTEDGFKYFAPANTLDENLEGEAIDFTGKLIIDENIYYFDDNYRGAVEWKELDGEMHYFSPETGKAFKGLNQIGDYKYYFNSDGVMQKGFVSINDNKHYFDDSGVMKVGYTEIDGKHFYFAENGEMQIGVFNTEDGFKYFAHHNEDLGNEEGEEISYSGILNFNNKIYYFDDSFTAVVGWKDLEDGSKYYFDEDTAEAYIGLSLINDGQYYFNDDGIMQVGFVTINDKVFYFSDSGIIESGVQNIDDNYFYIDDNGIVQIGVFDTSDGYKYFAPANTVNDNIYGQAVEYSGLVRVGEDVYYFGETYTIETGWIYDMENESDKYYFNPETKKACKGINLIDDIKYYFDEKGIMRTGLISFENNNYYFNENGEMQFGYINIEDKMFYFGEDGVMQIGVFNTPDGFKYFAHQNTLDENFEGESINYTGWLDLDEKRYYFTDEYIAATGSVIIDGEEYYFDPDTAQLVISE
BH1578 lux ind – inducers of Vibrio cholerae quorum light production without autoinducers; actives 0.16% (n = 350,000); activation, % at 18.7 µM; V. cholerae BH1578 lux reporter, luminescence, 6 h; in the data active means activation mostly above about 9.7%, no sharp cut-off; inconclusive means no clear call, values can overlap the other calls; inactive means mostly below about 3.7%; further: not every result past the cut was called active; inactives centre near 0; reference of the scale not given here
Yp Topo-I inh – inhibitors of Yersinia pestis topoisomerase I. Y. pestis Topo-I cleavage product accumulation, plate reader. activity, % at 10 µM. actives 0.064% (n = 360,000); in the data active means activity above about 50%, passing the limit was not always enough; inconclusive means no clear call, values can overlap the other calls; further: inactives centre near 2
GDH-TPI counter – GDH-TPI coupled enzyme inhibition counter-screen; inhibition, % at 4.8 µM; actives 1.2% (n = 360,000); GDH-TPI coupled enzyme counterscreen, NADH absorbance; in the data active means inhibition above about 30%;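 further: 0% = DMSO wells and 100% = wells lacking the enzyme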
FBA Mtb inh – inhibits M. tuberculosis FBA enzyme; P9WQA3; purified M. tuberculosis FBA, fluorescence read-out; inhibition, % at 1 µM; actives 2.3% (n = 360,000); AID 588726; in the data active means inhibition above about 27%;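 further: 0% = vehicle and 100% = reference inhibitor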
Numbers without * were called inactive; i = inactive; ? = inconclusive; · = not tested or not shown; + = active, no number.

mol	PfHsp40 rescue	UGM FP inh	FadD28 binding	Mtb BioA inh	TcdB GH inh	BH1578 lux ind	Yp Topo-I inh	GDH-TPI counter	FBA Mtb inh
COCCNC(=O)COC(=O)c1cccnc1SC	-2.5	0.7	-1.3	0.2	-0.4	-0.3	-10.4	5.5	1.8
CCCCOc1ccc(C(=O)NCC(=O)NC2CCCCC2)cc1	-0.7	0.9	-0.7	-3.9	0.6	-0.8	3.3	8.2	1.1
COc1cccc(CN(C)S(=O)(=O)c2cccs2)c1	1.2	-4.7	-2.8	-0.1	-0.5	i	-1.9	-6.6	-7.5
CCN(CC)C(=O)N1CCN(C(=O)N2CCOCC2)CC1	-0.6	0.8	-0.8	-0.7	-0.1	-2.1	-0.7	4.4	2.0
CC(C)[C@H]1C=C(C(=O)O)O[C@@H](OCc2ccc(CO)cc2)C1	-1.4	1.1	0.5	-1.1	0.3	i	2.8	10.9	2.0
COc1ccc(-c2cc(C(=O)N(C)CC(=O)Nc3ccccc3C(F)(F)F)c3ccccc3n2)cc1OC	1.5	·	-2.5	-1.4	1.2	-0.3	6.6	18.1	3.0
COc1ccc(N2C(=O)C3CCCN3C2c2ccc(C)cc2)cc1Cl (centres undefined)	0.5	0.2	-1.5	-1.6	·	·	-5.8	0.9	-2.1
C/C(=N/Nc1ccc(F)cc1)c1ccc(Cl)s1	-1.1	·	-3.4	·	0.0	-0.1	-5.0	4.1	-0.7
CCc1ccc2c(c1)/C(=N/N(C)C(=S)NC)C(=O)N2	-1.1	-0.7	-1.7	-1.4	·	-0.2	0.9	11.1	0.0
COC(=O)c1ccc(CNC(=O)C2CCC(=O)N(CCc3ccccc3)C2)cc1 (centres undefined)	-0.3	0.2	1.1	-1.4	2.6	i	-0.7	-9.0	-2.5
COc1ccc(Nc2nc3ccc(C)cc3n3cnnc23)cc1Cl	-0.6	-1.1	-1.4	-1.6	0.3	0.6	18.4	18.6	-0.9
CCCCOC(=O)Nc1ccc(N2CCOCC2)cc1	-0.5	0.5	1.8	-1.2	·	-6.0	1.6	5.8	-0.2
O=C(COc1ccc2ccc(=O)oc2c1)NC1CCCC1	-0.9	-1.2	-2.0	3.7	-2.2	i	0.4	10.7	18.0
O=C(/C=C/c1c(F)cccc1Cl)NCc1ccco1	-0.3	2.3	-1.6	·	1.1	-0.3	-12.4	5.9	1.4
Cc1onc(-c2ccccc2)c1C(=O)OCC(=O)N1CCC(C)CC1	0.0	-1.9	-0.8	·	0.4	i	12.7	-1.4	-0.4
Cc1cccc(NC(=O)Nc2cnccn2)c1	-1.1	0.7	-0.9	·	1.6	-0.2	4.2	5.8	2.6
CC(C)N(Cc1ccccc1)C(=S)NC(=O)C1(C)CC1(Cl)Cl (centres undefined)	-0.9	0.1	-19.2	·	0.4	-1.6	7.1	-8.4	0.6
COc1ccc(S(=O)(=O)NC(N)=NCCc2ccccc2OC)cc1	-0.4	4.9	-1.8	-0.4	0.4	i	2.6	-3.9	190.7*
CCCc1nc(SCc2ccccc2Cl)n[nH]1	1.4	0.4	-2.7	-1.6	·	0.3	-0.6	-1.5	4.3
CC(NC(=O)COC(=O)c1cc(S(=O)(=O)N2CCOCC2)ccc1F)c1ccccc1 (centres undefined)	-0.6	4.7	-4.9	-0.2	0.6	i	-4.5	-8.8	-0.6
O=C(Nc1ccc(Oc2ccccc2)cc1)C1CCN(c2c3c(nc4ncnn24)CCC3)CC1	1.7	1.4	-2.6	5.6	·	i	19.0	2.6	3.3
OC/C(Br)=C(\Br)CO	-1.0	-0.1	-1.2	-1.2	1.2	-0.3	-3.5	2.8	4.2
O=C(CCN1CCCCO1)N1CCCC(Nc2cccc(F)c2)C1 (centres undefined)	-1.6	1.5	-2.2	-1.3	0.6	-0.2	4.9	-4.5	2.1
CCCCn1c(=O)[nH]c(=O)c2c1nc(-c1cc3c(cc1Br)OCO3)n2C	0.9	3.5	-4.6	·	-0.9	-0.5	10.5	4.8	1.4
Cc1sc(NC(=O)CSc2ncn(-c3ccccc3)n2)nc1-c1ccccc1	-0.2	0.5	-0.8	-1.5	·	-0.1	7.6	-6.1	-0.9
CCOC(=O)N1CCN(Cc2nc(-c3cccs3)no2)CC1	-1.2	-1.0	-2.1	·	0.1	-0.5	4.0	-7.4	-2.2
O=C(O)c1ccc(N2C(=O)CC(N3CCC(c4nc5ccccc5[nH]4)CC3)C2=O)cc1 (centres undefined)	-0.4	2.5	-3.4	·	-2.9	-0.3	-4.4	-2.6	1.9
CCCc1cc(=O)oc2cc(OC(=O)CN3C(=O)NC4(CCCC4)C3=O)ccc12	-1.5	1.5	0.6	·	1.0	i	8.8	16.2	+
O=C(C[n+]1ccc2ccccc2c1)c1ccc(NC(=O)c2ccccc2)cc1	0.3	0.4	-3.0	·	·	i	-8.7	10.5	0.5
NC(=O)c1cc([N+](=O)[O-])ccc1NCc1ccc(F)cc1	0.6	-2.3	-3.2	0.2	-0.3	-0.2	5.3	25.9	-1.2
CCSc1nnc(NC(=O)c2ccccn2)s1	?	1.8	-1.2	-0.6	·	i	-6.8	17.5	3.7
COc1ccc(N2C(=O)c3ccccc3NC2c2ccc(OC)c(Cn3cc([N+](=O)[O-])cn3)c2)cc1 (centres undefined)	-0.5	1.2	-1.0	0.4	-0.3	-0.4	22.7	5.3	3.4
COc1ccc(C)cc1NC(=O)c1ccoc1C	-0.2	-2.5	-0.5	-0.4	·	5.0	0.1	-8.8	5.7
Cc1ccc(C(=O)N/C(=C/c2ccc(Cl)cc2)C(=O)NCC2CCCO2)cc1 (centres undefined)	-0.1	0.3	-2.4	·	·	0.0	13.8	0.4	1.5
O=C(O)COc1ccccc1/C=N/NC(=O)/C(=C\c1ccc2c(c1)OCO2)NC(=O)c1ccccc1	0.0	5.0	-1.0	-1.0	-1.3	i	9.1	23.4	-6.1
COc1ccccc1N1CCN(CC(=O)Nc2ccc(S(=O)(=O)N3CCCCCC3)cc2)CC1	0.2	-2.7	-3.2	-1.6	0.6	-0.9	8.8	3.5	-2.4
O=C(NC1(Cc2ccccc2)CCN(Cc2ccc(-c3ccccc3)cc2)C1=O)c1ccccc1 (centres undefined)	5.1	1.6	-0.8	0.3	0.6	i	19.3	7.6	-0.9
COc1ccccc1N=C1SCC(=O)N1c1ccccc1OC	-0.2	2.9	-2.1	·	·	-0.2	-2.6	-1.1	0.4
COc1ccc(N2CCN(C(c3ccco3)c3sc4nc(C)nn4c3O)CC2)cc1 (centres undefined)	0.6	-0.3	-4.4	·	1.7	0.8	7.6	17.6	-4.3
O=C(CC1OC(=O)c2ccccc21)NCC1COc2ccccc2O1 (centres undefined)	-0.4	0.9	-1.3	-0.5	0.7	-5.0	-4.7	2.1	-0.1
CCOC(=O)/C(C#N)=C/c1c(OCC)n(CC)c2ccccc12	1.3	-2.4	-3.6	·	0.7	-0.3	35.0	1.9	-0.7
COc1cccc(-n2c(SCc3cc(=O)oc4cc(O)c(O)cc34)nc3ccccc3c2=O)c1	2.3	-3.0	?	-0.6	1.9	-0.6	-13.9	20.4	21.5
CC(NC(=O)CCc1ccccc1)c1ccc2c(c1)OCO2 (centres undefined)	-0.2	3.1	-0.5	0.1	0.1	-1.6	5.2	2.3	-1.0
CC(C)N(C(=O)CSc1nc2ccccc2n1Cc1ccccc1F)C(C)C	1.0	0.7	0.0	·	·	-0.4	14.9	0.9	-0.8
O=C(Nc1cccc(S(=O)(=O)NC2=NCCCCC2)c1)c1cccnc1Cl	0.1	·	-3.7	1.2	-0.5	i	9.5	5.3	0.1
COc1ccc(OC)c(-c2cc(C(=O)Nc3cc(C)on3)no2)c1	-1.0	-1.0	2.8	·	·	i	6.8	13.1	2.6
COc1ccc(CNC(=O)C2CCN(S(=O)(=O)c3ccc4c(c3)CC(C)N4C(C)=O)CC2)cc1 (centres undefined)	-0.3	-1.8	-2.2	-0.9	1.5	i	-10.6	7.0	-5.6
COc1ccc(S(=O)(=O)N=C2C=C(C)C(=O)C(C)=C2)cc1	1.0	-1.8	-0.1	0.2	·	-0.2	1.8	-3.7	2.0

Record cards, as listed above. Values in the order: PfHsp40 rescue	UGM FP inh	FadD28 binding	Mtb BioA inh	TcdB GH inh	BH1578 lux ind	Yp Topo-I inh	GDH-TPI counter	FBA Mtb inh
`CCOC(=O)/C(C#N)=C/c1c(OCC)n(CC)c2ccccc12` in the list: 1.3	-2.4	-3.6	·	0.7	-0.3	35.0	1.9	-0.7
`COc1cccc(-n2c(SCc3cc(=O)oc4cc(O)c(O)cc34)nc3ccccc3c2=O)c1` in the list: 2.3	-3.0	?	-0.6	1.9	-0.6	-13.9	20.4	21.5

Additional records:
mol	PfHsp40 rescue	UGM FP inh	FadD28 binding	Mtb BioA inh	TcdB GH inh	BH1578 lux ind	Yp Topo-I inh	GDH-TPI counter	FBA Mtb inh
Cc1ccc([N+](=O)[O-])c(OCC(O)CNC(C)(C)C)c1 (centres undefined)	·	-3.4	0.2	-1.3	-1.3	0.8	-8.9	8.1	2.6
Cc1cc(C(=O)NNC(=O)c2nn(C)c(=O)c3ccccc23)c(C)o1	-0.8	-0.9	-3.5	-0.6	-0.5	-1.1	3.4	-0.9	0.6
Cc1ccc(CNS(=O)(=O)NCc2ccc(Cl)cc2)cc1	-0.8	1.1	-1.7	·	1.0	-0.3	-1.2	1.9	0.8
Cc1ccc(S(=O)(=O)NCCC(=O)NC2CCC(C)CC2)cc1 (centres undefined)	-1.1	·	-3.0	-1.3	-0.3	-0.7	0.1	6.5	0.6
Cc1ccc(-n2nnnc2SCC(=O)Nc2sc(C)c(C)c2C#N)cc1C	-0.6	1.2	-3.0	-0.7	1.0	i	0.9	4.0	-0.5
COc1ccccc1OCc1nc(-c2cccc([N+](=O)[O-])c2)no1	11.7	0.5	-4.7	·	0.5	-1.0	11.5	-13.1	-0.4
Cc1cc(C)n2ncc(C(=O)NCc3cccnc3)c2n1	-1.0	-0.8	-1.6	5.5	·	3.6	3.5	-0.8	42.2*
CC1(C)CC(NC(=O)C(C)(C)Oc2ccc(Cl)cc2)CC(C)(C)N1	0.0	1.5	0.2	-1.6	0.9	-0.3	1.6	1.1	-0.5
O=C(c1ccco1)N1CCN(C(c2cccs2)c2nnnn2C2CCCCC2)CC1 (centres undefined)	0.3	-0.5	-2.3	-2.3	1.9	-1.6	-7.4	0.0	4.5
Cc1nn(S(=O)(=O)c2ccc(C(C)(C)C)cc2)c(C)c1S(=O)(=O)N1CCOCC1	-1.6	1.5	1.4	-0.7	-0.8	-0.1	4.1	1.7	3.8
COc1ccc2cc(CCNC(=O)c3cc4ccccc4o3)c(=O)[nH]c2c1	-0.3	1.2	-3.6	-1.2	1.5	i	28.2	5.6	2.0
